IDE inh: inhibits human insulin-degrading enzyme in HEK cells | P14735 | FAbetaB cleavage, fluorescence polarization | inhibition, % at 5.59 µM | 0.41% of 320,000 active | AID 434962;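 active = percent inhibition above the average of all tested compounds plus 3 SD, set per screening campaign, cut at about 16% in these data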;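 note: IDE supplied by intact live HEK cells; FP after avidin binding of uncleaved biotin substrate so inhibition keeps polarization high; 0% = DMSO wells and 100% = 60 µM reference IDE inhibitor Ii1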
IDE act: activators of human insulin-degrading enzyme in cells. 0.073% of 340,000 active. HEK cells, FAbeta-B cleavage, fluorescence polarization; 0% vehicle, 100% cell-free pure enzyme wells. activation, % at 5.96 µM. P14735;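 active = activation above the mean of all tested compounds plus 3 SD, set per screening campaign, cut at about 17% in these data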
The depositor's hits bear a star. Not all compounds are listed; count on the stated rates, not on these rows.

> O=C(COC(=O)Cc1cccs1)Nc1ccc(OC(F)(F)F)cc1
  IDE inh: -3.2
  IDE act: 2.5
> CC(OC(=O)c1ccc(O)cc1)C(=O)Nc1nc(-c2ccccc2)cs1 (stereo not given)
  IDE inh: 2.3
  IDE act: -0.1
> CCOc1ccccc1NC(=O)C(OC(=O)c1ccc(NC(=O)CC#N)cc1)c1ccccc1 (stereo not given)
  IDE inh: 1.9
  IDE act: 3.7
> CC1=NN(CCc2ccccn2)C(=O)CC1
  IDE inh: 12.4
  IDE act: 5.4
> O=C(COC(=O)c1cc(=O)c2ccccc2o1)Nc1cc(Cl)ccc1Cl
  IDE inh: -3.4
  IDE act: -0.3
> COc1cc(C(=O)Nc2cc(Cl)ccc2-n2cncn2)ccc1OC(F)F
  IDE inh: 3.7
  IDE act: 0.6
> CCc1ccccc1Nc1nc(N)nc(COC(=O)CCS(=O)(=O)c2ccccc2)n1
  IDE inh: 2.5
  IDE act: 2.8
> O=C(CCNS(=O)(=O)c1ccc(OC(F)(F)F)cc1)NC1CC1
  IDE inh: 1.9
  IDE act: 4.9
> CN(C)Cc1ccc(-c2nc3cccc4c3n2CCNC4=O)cc1
  IDE inh: 7.4
  IDE act: 2.1
> O=C(O)c1ccc2cc(-c3ccccc3)[nH]c2c1
  IDE inh: 3.1
  IDE act: 3.4

> O=C1C=C(c2ccoc2)N2CCC[C@H]2C1
  IDE inh: 1.1
  IDE act: 0.7
> COc1cc(OC)cc(C(=O)Nc2ccn(C)n2)c1
  IDE inh: -2.5
  IDE act: -2.8
> Cc1cccc(OCCCC(=O)Nc2ccc(Cl)c(S(=O)(=O)N3CCOCC3)c2)c1
  IDE inh: -0.7
  IDE act: -2.3
> O=C(CSc1ccc(F)cc1)Nc1nnc(-c2ccco2)o1
  IDE inh: 6.3
  IDE act: 3.5
> Cc1cc(C)n2nc(SC(C)C(=O)Nc3ccccc3F)nc2n1 (stereo not given)
  IDE inh: 1.7
  IDE act: 1.9
> COc1cc(OC)c(C(=O)OCC(=O)c2ccc3c(c2)NC(=O)CO3)cc1OC
  IDE inh: -0.1
  IDE act: -0.9
> O=C(COC(=O)c1ccccc1F)NNC(=O)c1ccccc1
  IDE inh: 0.6
  IDE act: -2.6
> COc1ccc(S(=O)(=O)N2CCCC(C(=O)N3CCCC3)C2)cc1OC (stereo not given)
  IDE inh: 1.6
  IDE act: 2.8
> COc1ccc(NS(=O)(=O)c2ccc(C(=O)N3CCN(c4ccc(F)cc4)CC3)cc2)cc1
  IDE inh: 0.6
  IDE act: -0.1
> O=C(C1COc2ccccc2O1)N1CCN(c2nc3c(F)cc(F)cc3s2)CC1 (stereo not given)
  IDE inh: 3.1
  IDE act: -5.8

> CCOC(=O)C1CCCN(C(=O)c2ccc(-c3ccc([N+](=O)[O-])cc3)o2)C1 (stereo not given)
  IDE inh: -2.3
  IDE act: -8.6
> CN(Cc1ccco1)Cc1ccc(O)c2ncccc12
  IDE inh: -2.9
  IDE act: -3.5
> O=C(NCCc1ccco1)c1ccc(OCc2cn3ccccc3n2)cc1
  IDE inh: 1.8
  IDE act: 1.6
> CCCCCCSc1ccc([C@@H]2[C@H]3C(=O)N(CC)C(=O)[C@H]3[C@]3(C(=O)OC)CCCCN23)cc1OC
  IDE inh: 3.9
  IDE act: -0.6
> COc1ccc(C)cc1NC(=O)CCc1ccc(S(=O)(=O)N2CCOCC2)cc1
  IDE inh: -2.0
  IDE act: -1.4
> CCC(C)CCN1C(N(C)C)=NC[C@@H]1C (stereo not given in full)
  IDE inh: 9.2
  IDE act: 3.5
> Cc1ccc(CSCC(=O)N(C)CC(=O)Nc2ccccc2C(F)(F)F)cc1
  IDE inh: 2.8
  IDE act: 2.3
> COc1cc(NC(=O)CN2C(=O)C(C)N(c3ccc(C)cc3)C2=O)cc(OC)c1 (stereo not given)
  IDE inh: -5.5
  IDE act: 6.4
> CCCCNC(=O)[C@@H]1CC=C[C@@H]2CCN(Cc3ccc(Cl)c(Cl)c3)C(=O)[C@@H]21
  IDE inh: 1.4
  IDE act: -3.4
> Cc1cc(C)cc(-c2nnc(SCC(=O)NC3CC3)o2)c1
  IDE inh: -1.7
  IDE act: 1.8

> COc1cccc(CN(C)C(=O)C2CC(=O)N(c3ccc4c(c3)OCCO4)C2)c1 (stereo not given)
  IDE inh: 2.3
  IDE act: 2.5
> Cc1csc(=O)n1CC(=O)OCc1nnc(-c2ccc(Cl)cc2)o1
  IDE inh: 5.7
  IDE act: 2.9
> CC(=O)N1CCN(S(=O)(=O)c2cccc(C(=O)NNC(=O)Cn3nc(C)cc3C)c2)CC1
  IDE inh: 4.3
  IDE act: 3.0
> CCC(=O)c1ccc(OCC(=O)OCC(=O)N(CCC#N)c2ccc3c(c2)OCCO3)cc1
  IDE inh: -1.7
  IDE act: -1.2
> C[C@H]1COC(=O)[C@H](Cc2ccc(F)cc2)CC/C=C/C[C@@H](CC(=O)N[C@@H](CO)Cc2ccccc2)C(=O)N1
  IDE inh: -2.8
  IDE act: 1.1
> COc1cc(C(=O)NCCc2ccccc2)ccc1OCC(=O)N1CCOCC1
  IDE inh: -2.4
  IDE act: -2.3
> CC1(c2ccccc2Cl)NC(=O)N(CC(=O)N2CCN(S(=O)(=O)c3ccccc3)CC2)C1=O (stereo not given)
  IDE inh: 4.8
  IDE act: -0.3
> Cc1[nH]c2ccc(C(=O)OC(C)C(=O)NC3(C#N)CCCCC3)cc2c1C (stereo not given)
  IDE inh: -2.5
  IDE act: 3.1
> CCNC(=S)NNC(=O)c1ccc(S(=O)(=O)NCc2ccco2)cc1
  IDE inh: 2.7
  IDE act: 1.1
> COc1ccc([N+](=O)[O-])cc1NS(=O)(=O)c1cc(C(=O)N2CCN(C)CC2)ccc1OC
  IDE inh: -0.1
  IDE act: 6.2

> CC(C)C[C@H]1COCCS(=O)(=O)N1Cc1ccc(Cl)c(Cl)c1
  IDE inh: -0.1
  IDE act: 4.5
> CCOC(=O)C1=C(C)NC(C)=C(C(=O)OCC)C1C(=O)OCC(=O)N(C)Cc1ccccc1
  IDE inh: -0.1
  IDE act: 4.1
> COC(=O)c1ccc(NC(=O)CCN2C(=O)C3CC=CCC3C2=O)cc1 (stereo not given)
  IDE inh: -2.4
  IDE act: 1.4
> CCN[C@H]1CN(CCCOC)S(=O)(=O)c2sc(S(N)(=O)=O)cc21
  IDE inh: 5.0
  IDE act: 8.8
> Cc1ccc(NC(=O)CN2C(=O)NC(C)(CC(C)C)C2=O)cc1F (stereo not given)
  IDE inh: -1.7
  IDE act: 4.4
> CC1CCC(NC(=O)CCN2C(=O)C3CC=CCC3C2=O)CC1 (stereo not given)
  IDE inh: -2.9
  IDE act: 0.7
> CC(=O)Nc1ccc(NC(=O)C(C)OC(=O)C(C)SCC(=O)Nc2ccc(F)cc2)cc1 (stereo not given)
  IDE inh: 4.3
  IDE act: 3.7
> CCC(=O)NC(c1ccc(C)cc1)c1cc(Cl)c2cccnc2c1O (stereo not given)
  IDE inh: 3.4
  IDE act: 3.4
> Cc1ccc(OC(C)C(=O)Nc2ccc(F)cc2)c([N+](=O)[O-])n1 (stereo not given)
  IDE inh: -0.1
  IDE act: -0.1
> CCN1C(=O)[C@@H]2[C@@H](c3ccc(-c4ccccc4)cc3)N3CCCC[C@@]3(C(=O)OC)[C@@H]2C1=O
  IDE inh: 5.4
  IDE act: -0.8

> COc1cc(CNC(=O)c2cc3ccccc3oc2=O)cc(OC)c1OC
  IDE inh: 1.6
  IDE act: 0.4
> CC1(C2CC2)NC(=O)N(CC(=O)NCC(=O)Nc2ccc(F)c(F)c2F)C1=O (stereo not given)
  IDE inh: 1.4
  IDE act: 5.0
> CCOC(=O)N1CCC(NCCNC(=O)c2ccc(F)cc2)CC1
  IDE inh: 5.9
  IDE act: -5.4
> COc1ccc(NS(=O)(=O)c2ccc(O)c(C(=O)OCC(=O)N3CCCCC3)c2)cc1
  IDE inh: -0.3
  IDE act: 3.0
> CC(OC(=O)c1cc2ccccc2o1)C(=O)Nc1ccc(N2CCOCC2)cc1 (stereo not given)
  IDE inh: -2.5
  IDE act: 0.3
> O=C(NCCN1C(=O)S/C(=C/c2cccnc2)C1=O)c1cccs1
  IDE inh: -4.8
  IDE act: -1.4
> COc1ccc(-c2c(-c3cccc(C)c3)oc3ccc(-c4ccc5c(c4)OCO5)cc23)cn1
  IDE inh: -2.4
  IDE act: -1.1
> COc1ccc(NS(=O)(=O)c2cc(NC(=O)COc3ccccc3F)ccc2OC)cc1
  IDE inh: 2.9
  IDE act: 4.3
> CCN(CC)S(=O)(=O)c1cc(NC(=O)CNc2cccc(S(=O)(=O)N3CCCC3)c2)ccc1C
  IDE inh: 2.0
  IDE act: -0.7
> CCc1nnc(NC(=O)CCC2CCCCC2)s1
  IDE inh: -1.8
  IDE act: 2.0

> NC(=O)c1oc2ccccc2c1NC(=O)C1CC(=O)N(c2ccccc2)C1 (stereo not given)
  IDE inh: 6.8
  IDE act: -3.8
> Cn1ccnc1SCC(=O)NC1(C#N)CCCCC1
  IDE inh: 3.2
  IDE act: 0.7
> Cc1ccc(NC(=O)Nc2ccccc2)nc1
  IDE inh: -5.3
  IDE act: 1.7
> COCCN(C(=O)COC(=O)Cc1coc2cc(C)ccc12)c1c(N)n(Cc2ccccc2)c(=O)[nH]c1=O
  IDE inh: -5.3
  IDE act: 3.7
> Cc1ccc2nc(SCC(=O)c3ccc(Cl)cc3)nc(=O)n2c1
  IDE inh: 2.1
  IDE act: 4.1
> CC(Oc1ccc(C#N)cc1)C(=O)N1CC=C(c2ccccc2)CC1 (stereo not given)
  IDE inh: 3.6
  IDE act: -6.0
> Cc1ccc(C)c(COC(=O)CCN=C2NS(=O)(=O)c3ccccc32)c1
  IDE inh: -2.0
  IDE act: -2.2
> C=CCC[C@@H](Cc1ccc(F)cc1)C(=O)OC[C@@H](Cc1c[nH]c2ccccc12)NC(=O)[C@@H](CC=C)CC(=O)N[C@H](CO)Cc1ccccc1
  IDE inh: 2.0
  IDE act: 5.7

Screening data (PubChem)
